HttQ103 aggreg: qHTS Multiplex Assay to Identify Dual Action Probes in a Cell Model of Huntington: Aggregate Formation (GFP) | PC12 HttQ103-GFP aggregates, Acumen cytometry, 40 h | Potency, µM (highest dose often 46.1 µM), for the others: at the highest dose activity change, negative = inhibition, hits mostly inhibitors | actives 1.1% (n = 220,000); further: on the % scale 0 is the no-effect control and ±100 the full control effect; nearly all actives have a fitted effect of over 60% in size
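Aggregate formation scored by laser-scanning cytometer (488 excitation, 500–530 emission) in lysed PC12 cells expressing Q103-GFP after 100 nM tebufenozide induction; library tested in dose series, with ATPLite reagent added in the multiplex.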
HTT cytoprotect: qHTS Multiplex Assay to Identify Dual Action Probes in a Cell Model of Huntington: Cytoprotection (ATP); PC12 HTT-Q103 induced, cytoprotection, ATP luminescence, 40 h; Potency, µM (top dose mostly 56.4 µM), without a hit: cytoprotection (ATP increase), actives largely listed as activators; actives 0.14% (n = 230,000); AID 1471, 2008;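 further: % of control where 0% means no effect; nearly all actives have a fitted effect of over 45% in size; toxic huntingtin expression switched on by the ecdysone agonist tebufenozide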
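Cells were plated at 1500 per well in phenol red-free DMEM with 5% equine and 5% calf serum. Tebufenozide (100 nM final) and compounds were added, then ATPlite reagent, and luminescence was read.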
Tau fluor cs: Counterscreen qHTS for Inhibitors of Tau Fibril Formation, Fluorescence Polarization. Potency, µM (titrated, usually from 57.7 µM), for inactives: top-dose activity change, negative = decrease. tau K18 P301L Alexa594 fluorescence, heparin fibrillization. actives 0.93% (n = 280,000); further: on the % scale 0 is the no-effect control and ±100 the full control effect; nearly all actives have a fitted effect of over 55% in size
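Human tau K18 P301L (15 uM unlabeled, 0.24 uM Alexa 594-labeled) in 100 mM sodium acetate pH 7 with 20 uM heparin, 6 hr at 37 C. ThT 30 uM added, 1 hr ambient; Alexa 594 FP and total fluorescence read at 555/632 nm.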
Tau FP inhib: qHTS for Inhibitors of Tau Fibril Formation, Fluorescence Polarization | actives 0.39% (n = 280,000) | AID 1468, 2008 | Potency, µM (highest dose often 57.7 µM), without a hit: at the top dose activity, negative = inhibition, usual class: inhibitors | Microtubule-associated protein tau (Homo sapiens), P10636 | K18 P301L tau heparin fibrillization, Alexa594 FP, 6 h; further: on the % scale 0 is the no-effect control and ±100 the full control effect; nearly all actives have a fitted effect of over 55% in size
Target sequence (P10636 561-689 P618L limits assumed): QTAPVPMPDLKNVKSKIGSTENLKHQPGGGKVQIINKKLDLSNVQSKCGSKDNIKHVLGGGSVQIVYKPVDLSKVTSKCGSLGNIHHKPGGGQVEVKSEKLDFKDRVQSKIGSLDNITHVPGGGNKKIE
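Quantitative HTS format: compounds meet 15 uM recombinant K18 P301L tau and Alexa 594-tau tracer in 100 mM sodium acetate pH 7; 20 uM heparin triggers fibrillization at 37 C over 6 hr; FP gives the signal.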
SMN2 splice up: qHTS Assay for Enhancers of SMN2 Splice Variant Expression | HEK293 SMN2-luciferase splicing reporter, luminescence, 30-36 h | Potency, µM (titrated, usually from 46.1 µM), without a hit: at the top dose activity change, positive = activation, most hits filed as activators | actives 2.8% (n = 210,000) | AID 1458, 2008; further: % of control where 0% means no effect; nearly all actives have a fitted effect of over 55% in size
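qHTS luciferase splicing reporter: luminescence rises when SMN2 exon 7 is included in transfected HEK293 cells. Compound exposure lasted 30-36 h at 37C, with 4.5 mM final sodium butyrate as control, followed by a ONE-Glo read.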
KDM4E inh: qHTS Assay for Inhibitors of Human Jumonji Domain Containing 2E (JMJD2E) | Lysine-specific demethylase 4E (Homo sapiens), B2RXH2 | JMJD2E catalytic domain, FDH-coupled NADH fluorescence (FDH is formaldehyde dehydrogenase) | Potency, µM (top dose mostly 57.1 µM), inactives show at the top dose activity change, negative = inhibition, hits mostly inhibitors | actives 1.6% (n = 230,000) | AID 2147, 2009; active means well fitted inhibition curve with a large enough effect, not every such curve was filed as active; inconclusive means small, poorly fitted or top-dose-only effect, or another doubt; inactive means no such curve, though single readings can be large or run the other way;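 further: 0% = wells with enzyme and -100% = buffer wells without enzyme; nearly all actives have a fitted effect of over 50% in size; many of its hits are not listed in these tables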
Target sequence (B2RXH2 1-337 limits assumed): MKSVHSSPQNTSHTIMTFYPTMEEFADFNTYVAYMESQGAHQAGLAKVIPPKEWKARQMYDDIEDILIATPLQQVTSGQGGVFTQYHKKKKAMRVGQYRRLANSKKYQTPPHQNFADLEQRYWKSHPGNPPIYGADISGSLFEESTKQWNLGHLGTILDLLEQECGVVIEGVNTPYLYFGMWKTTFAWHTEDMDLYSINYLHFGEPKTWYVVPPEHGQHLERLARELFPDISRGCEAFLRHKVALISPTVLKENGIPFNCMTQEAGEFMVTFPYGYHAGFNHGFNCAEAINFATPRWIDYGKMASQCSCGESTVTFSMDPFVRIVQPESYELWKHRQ
Tau fibril ThT: qHTS for Inhibitors of Tau Fibril Formation, Thioflavin T Binding; Microtubule-associated protein tau (Homo sapiens), P10636; recombinant tau K18 P301L (four-repeat tau fragment), heparin-induced fibrillization, ThT fluorescence; AID 1460, 2008; actives 2.1% (n = 270,000); Potency, µM (series often up to 57.4 µM), inactives show at the top dose activity, negative = inhibition, usual class: inhibitors; further: on the % scale 0 is the no-effect control and ±100 the full control effect; nearly all actives have a fitted effect of over 55% in size
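Tau K18 P301L fragment (15 uM unlabeled plus 0.24 uM Alexa 594-labeled) in 100 mM sodium acetate pH 7 with compound, fibrillization induced by 20 uM heparin for 6 hr at 37 C. Thioflavin T (30 uM) added, fluorescence read after 1 hr (ex 450, em 510 nm).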
ALDH1A1 block: qHTS Assay for Inhibitors of Aldehyde Dehydrogenase 1 (ALDH1A1); Aldehyde dehydrogenase 1A1 (Homo sapiens), P00352; actives 7.3% (n = 220,000); Purified ALDH1A1, NADH fluorescence, propionaldehyde substrate; Potency, µM (series often up to 75.3 µM), for inactives: at the highest dose activity, negative = inhibition, usual class: inhibitors; active means well fitted inhibition curve with a large enough effect, not every such curve was filed as active; inconclusive means small, poorly fitted or top-dose-only effect, or another doubt; inactive means no such curve, though single readings can be large or run the other way;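 further: plate controls were no enzyme wells and a reference inhibitor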
Target sequence (P00352 whole entry, looked up): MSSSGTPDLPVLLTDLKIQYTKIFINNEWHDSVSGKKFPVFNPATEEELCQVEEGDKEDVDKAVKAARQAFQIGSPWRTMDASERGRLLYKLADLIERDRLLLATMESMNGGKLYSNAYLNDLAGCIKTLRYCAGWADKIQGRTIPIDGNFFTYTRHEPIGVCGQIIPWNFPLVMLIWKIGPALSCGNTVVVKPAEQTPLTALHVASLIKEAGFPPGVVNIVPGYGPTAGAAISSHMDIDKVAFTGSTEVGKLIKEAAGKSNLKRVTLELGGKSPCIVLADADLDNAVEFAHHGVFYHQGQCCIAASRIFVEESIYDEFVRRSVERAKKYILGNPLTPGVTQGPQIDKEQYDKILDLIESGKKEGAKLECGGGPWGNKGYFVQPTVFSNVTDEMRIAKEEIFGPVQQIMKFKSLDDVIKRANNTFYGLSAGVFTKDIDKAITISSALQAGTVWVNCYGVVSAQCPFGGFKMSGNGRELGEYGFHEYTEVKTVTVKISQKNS
The depositor's hits bear a star; u = inconclusive; x = not tested or not shown; & = joins results of further samples; [ ] = remark or other dose. Unless noted, the call rests on the fitted dose curve; in most records, active means well fitted curve in the direction sought with a large enough effect; inconclusive means small, poorly fitted or top-dose-only effect, or another doubt; inactive means no such curve, though single readings can be large; an effect the other way counts as inactive or inconclusive. Potency means the concentration at half of the fitted maximal effect.

SMILES	HttQ103 aggreg	HTT cytoprotect	Tau fluor cs	Tau FP inhib	SMN2 splice up	KDM4E inh	Tau fibril ThT	ALDH1A1 block
Cc1ccn2c(Nc3ccccc3C)c(-c3ccccn3)nc2c1	u	-124%[inhibitor]	u	-2%&7%	-80%&-59%[inhibitor]	7%	u	-4%
CCOc1cc(N2CCOCC2)c(OCC)cc1NC(=O)CN1C(=O)NC(C)(C2CC2)C1=O (stereo unspecified)	-11%	8%	-4%	4%	x	1%	-3%	u
N#C/C(=C/c1ccc(-c2ccc(S(N)(=O)=O)cc2)o1)c1nc2ccccc2s1	u	6%[10 µM]	u	-4%	-28%	1%	11µM*	-7%
C/C(=N/NC(=O)c1cc(C(C)C)[nH]n1)c1cccs1	9%	-57%[inhibitor]	-7%	6%	11µM*	4%	-22%	-1%
CCN1C(=O)c2cccc3c(S(=O)(=O)Nc4ccccc4)ccc1c23	-31%	-60%[inhibitor]	u	-12%	20µM*	-18%	-13%	1µM*
COc1ccc2[nH]c(=O)c(C(c3nnnn3CC3CCCO3)N3CCCCC3)cc2c1 (stereo unspecified)	10%[9.22 µM]	0%[10 µM]	-4%	-6%	x	u	-5%	u
O=C(COc1ncnc2sccc12)NC1CCS(=O)(=O)C1 (stereo unspecified)	13%[9.22 µM]	5%[10 µM]	-13%	-3%	x	-8%	-18%	1%
Cc1cc(C(F)F)n2nc(C(=O)Nc3sc4c(c3C#N)CCC(C)C4)nc2n1 (stereo unspecified)	6%	-3%	-8%	0%	-4%	2%	u	u
Cc1cccc(C(=O)OCC(=O)NCC(C)C)c1O	-13%	-23%	-10%	4%	12%	-3%	-9%	5%
COc1ccc(Oc2nc(C)cc(C)c2C#N)cc1	-1%	13%[10 µM]	-16%	-4%	-2%	8%	-11%	1%
O=C(/C=C/Nc1cccc(O)c1)c1ccccc1	-10%	-53%[inhibitor]	-22%	2%	u	-8%	u	u
CC(n1cnnn1)C12CC3CC(CC(C3)C1)C2 (stereo unspecified)	9%	-14%	-2%	-5%	21%	12%	1%	0%
Nc1nnc(SCCOc2cccc(Br)c2)s1	2%	-23%	-21%	0%	-2%	0%	-20%	u
Cc1nn(Cc2noc(C(=O)NC(C)c3ccccc3)n2)c(C)c1Br (stereo unspecified)	x	x	-12%	0%	-13%	x	4%	x
Cc1ccc(NC(=O)CS(=O)(=O)c2nc(-c3ccc(C)cc3)cn2-c2ccc(C)cc2)cc1	x	x	-24%	u	18µM*	x	-1%	x
Nc1cc(Cl)nc(N/N=C/c2ccccc2[N+](=O)[O-])n1	6%	-6%	-8%	3%	u	4%	u	12%
CCCC(=O)NC(Nc1ccccc1F)C(Cl)(Cl)Cl (stereo unspecified)	0%	-24%	-2%	5%	-12%	0%	5%	3%
COc1ccc(-c2cc(=O)oc3cc(OCC(C)=O)ccc23)cc1	-6%	x	-6%	-6%	11%	u	-7%	u
O=C(NCCN1CCOCC1)c1csc2c1CCCCC2	-6%	3%	2%	3%	19%	-3%	-8%	-1%
O=C(CCCNS(=O)(=O)c1ccc(Cl)c(Cl)c1)NCCc1ccccn1	14%	-34%	5%	11%	-4%	-2%	0%	-2%
NNC(=O)[C@@H]1C[C@@H]1c1ccccc1	-7%	-35%[10 µM]	-1%	-1%	-3%	25%	-1%	7%
COc1ccc(C(=S)N2CCN(c3ccccc3C)CC2)cc1	-13%[9.22 µM]	11%[10 µM]	-22%	4%	x	-17%	x	x
CC(=O)N1CCc2cc(S(=O)(=O)NC(C(=O)Nc3ccc4c(c3)OCCO4)C(C)C)ccc21 (stereo unspecified)	-6%	-32%	4%	5%	26%	-21%	-1%	5%
CC(NC(=O)C(=O)N/N=C/c1ccccc1)c1ccccc1 (stereo unspecified)	-4%	-14%	1%	-5%	-1%	2%	-3%	4%

Some of the entries so far, as a markdown table:
| SMILES | HttQ103 aggreg | HTT cytoprotect | Tau fluor cs | Tau FP inhib | SMN2 splice up | KDM4E inh | Tau fibril ThT | ALDH1A1 block |
| --- | --- | --- | --- | --- | --- | --- | --- | --- |
| COc1ccc(C(=S)N2CCN(c3ccccc3C)CC2)cc1 | -13%[9.22 µM] | 11%[10 µM] | -22% | 4% | x | -17% | x | x |
| CC(=O)N1CCc2cc(S(=O)(=O)NC(C(=O)Nc3ccc4c(c3)OCCO4)C(C)C)ccc21 (stereo unspecified) | -6% | -32% | 4% | 5% | 26% | -21% | -1% | 5% |
| CC(NC(=O)C(=O)N/N=C/c1ccccc1)c1ccccc1 (stereo unspecified) | -4% | -14% | 1% | -5% | -1% | 2% | -3% | 4% |

Next entries
SMILES	HttQ103 aggreg	HTT cytoprotect	Tau fluor cs	Tau FP inhib	SMN2 splice up	KDM4E inh	Tau fibril ThT	ALDH1A1 block
CC(C)(C)NC(=O)CN1CCN(C(=O)CCl)CC1	-16%	4%	-7%	-6%	x	-11%	-10%	0.32µM*
COc1ccc2c(c1)c(=O)c(S(=O)(=O)c1ccc(Cl)cc1)cn2C	x	x	-7%	-2%	-6%	x	1%	x
CC(NC(=O)c1ccc(F)cc1)c1nc2ccccc2n1Cc1ccccc1F (stereo unspecified)	-4%	5%	-16%	1%	5%	0%	u	-2%
CC(=O)Oc1cccc(N2C(=O)C3CC=CCC3C2=O)c1 (stereo unspecified)	10%	5%	-6%	-8%	14%	3%	-9%	4%
CC(=O)Nc1cccc(OCCCNC(=O)c2cccc3ccccc23)c1	-11%[9.22 µM]	3%[10 µM]	-21%	5%	x	-2%	-18%	x
CC1CCN(S(=O)(=O)c2cccc(C(=O)Nc3ccccn3)c2)CC1	-9%	5%[1.9 µM]	-6%	-1%	-24%	13%	-3%	-1%
O=C(NC1CCCC1)c1cccc(Oc2ccccc2)c1	-27%	x	-6%	-4%	25%	-4%	-4%	4%
Cc1ccc(OCCNC(=O)c2ccco2)cc1C	-24%	-18%	-2%	-1%	25%	-2%	-9%	u
CCOC(=O)c1ccc(N2C(=O)C3C(C2=O)C(C(=O)c2ccc(Cl)cc2)N2CCCC32)cc1 (stereo unspecified)	u	-20%[0.074 µM]	-15%	-9%	25%	u	u	13µM*
c1cncc(N=c2scc(-c3cccc4ccccc34)n2CCCn2ccnc2)c1	-28%	17%[10 µM]	-4%	-8%	-4%	-5%	u	u
CCN1C(=O)c2cccc3c(N)ccc1c23	6%	-14%[10 µM]	-10%	6%	u	u	u	u
Cc1c(C(=O)Nc2ccc(Cc3ccncc3)cc2)cccc1[N+](=O)[O-]	-25%	1%[10 µM]	-10%	u	-76%[inhibitor]	2%	-1%	10%
CCN(CC)S(=O)(=O)c1ccc(N2CCCC2)c(NS(=O)(=O)c2ccc(OC)cc2)c1	2%	15%[10 µM]	-14%	7%	u	-10%	-10%	2.5µM*
Oc1ccc(C2Nc3cccc4cccc(c34)N2)c(O)c1	8%	-25%	7.9µM*[quencher]	u	-12%	-2%	14µM*	u
COc1ccccc1-n1cnnc1SCC(=O)Nc1cccnc1Cl	-1%	-28%	-1%	-10%	0%	-3%	4%	25µM*
CC(C)CCNC(=O)NC(=O)COc1c(F)c(F)cc(F)c1F	-1%	23%	-11%	0%	-18%	6%	-2%	-12%
Cc1cccc(SCC(=O)Nc2ccccc2[N+](=O)[O-])c1	-5%	-13%	-28%	3%	x	2%	-8%	u
Cc1nc(-c2ccc(Br)cc2)ccc1C(=O)O	4%	x	-6%	-8%	-8%	3%	-5%	-1%
O=C(NCc1ccc2c(c1)OCO2)c1ccc(-c2ccc(Cl)cc2)o1	u	5%	u	-14%	-27%	u	-15%	-14%
COc1cccc(-c2nc(CS(=O)(=O)CC(=O)NCc3ccccc3)c(C)o2)c1	19%	2%[10 µM]	-12%	1%	-2%	u	-4%	-9%
CS(=O)(=O)c1ccc(Cl)c(NC(=O)COC(=O)CNC(=O)c2ccccc2)c1	6%	26%[10 µM]	1%	0%	1%	-3%	-2%	1%
COc1cc(OC)c(N(C)C(=O)c2cn(C3CCCC3)c(=O)c3c2c2ccccc2n3C)cc1Cl	x	x	-20%	1%	-28%	x	u	x
C/C(=N\Nc1ccc(C(=O)c2c(C)cc3ccccn23)cc1[N+](=O)[O-])c1ccc(O)cc1	-6%[9.22 µM]	35%[10 µM]	u	u	x	3%	u	x
COc1ccc(-n2c(C)cc(C(=O)CN3CCC(C)CC3)c2C)cc1	5%	-34%[inhibitor]	4%	2%	16%	-17%	-8%	-9%
CN(C)S(=O)(=O)c1cccc(NC(=O)c2cc(-c3cccs3)nn2-c2cccc(Cl)c2)c1	-11%	-10%[10 µM]	-19%	-13%	-16%	u	1%	u
Cc1nnc(SCC(=O)NCc2ccco2)n1Cc1ccccc1	-9%	-5%	-7%	-3%	2%	-1%	-15%	-3%
COc1cccc(-n2c(-c3ccccc3F)nc3c(cnn3-c3ccc(C)cc3)c2=O)c1	x	x	-21%	-5%	-19%	x	-9%	x
CC(=O)Nc1ccc(S(=O)(=O)Oc2ccc(/C=N/NC(=O)c3ccc(Cl)cc3)cc2)cc1	14%	17%	u	13µM*	-16%	-13%	u	-2%
COc1ccc2cc3cc(C(=O)NCc4ccco4)oc3nc2c1	x	7%[10 µM]	-12%	-3%	-17%	u	-14%	u
COc1ccc(Cc2nn3c(-c4cc(OC)c(OC)c(OC)c4)nnc3s2)cc1	19%	-4%[10 µM]	8%	4%	u	-7%	-14%	11µM*
N#C/C(=C/c1cc[nH]c1)C(N)=S	-15%	-20%	-24%	3%	7%	2%	u	u
Cc1ccccc1NC(=S)NCc1cccs1	25%	u	-6%	1%	-5%	-6%	-6%	-2%

Screening data as filed in PubChem.

This is a subset (hit frequency here may not be typical).
